Bioassay records: PubChem BioAssay, several laboratories
WT yeast gro inh: growth inhibition of WT strain, primary screen, mitochondrial fusion inhibitor project, WT and mutant strains, chemical genetic; mitochondrial fusion phenotypic screen; inhibition, % at 10 µM; 190,000 compounds, 2.1% hits; AID 1362, 2008; in the data active means inhibition above about 58%; tested in S. cerevisiae
Autophagy HCS: autophagy modulators in MEF cells, primary screen, imaging, high-content, MEF GFP-LC3. 190,000 compounds, 0.98% hits. AID 463193, 2010. calls only at 10 µM (by protocol). MEF GFP-LC3 puncta imaging; test concentration mostly 10 µM;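 active means percentage of spot-positive cells more than 3 SD above its plate mean, without a fluorescence outlier flag or 80% toxicity; inconclusive means no clear call, values can overlap the other calls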;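 further: spot-positive cell cutoff set from DMSO-treated cells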
P. falciparum M1AAP: P. falciparum M1AAP inhibitors, biochemical, fluorogenic H-Leu-NHMec substrate, 1536-well (AID 1445); recombinant M1AAP, H-Leu-NHMec fluorogenic kinetic assay; higher % means a stronger effect; inhibition, % at 30 µM; hits with a dose series show IC50 in µM; Aminopeptidase N (Plasmodium falciparum (isolate 3D7)); 220,000 compounds, 0.42% hits;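 active means primary inhibition above the hit cutoff, then over 50% inhibition at one or more dose response concentrations, cut at about 23% in these data, passing the limit was not always enough; inconclusive means conflicting primary data, or primary hits not chosen for dose response; inactive means low primary inhibition, or under 50% at every dose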;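 further: plate controls were DMSO full reaction for no effect and no enzyme background for full effect; strong numbers were not always called active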
M17LAP inhibition: P. falciparum M17LAP inhibitors, primary screen, biochemical, fluorogenic H-Leu-NHMec substrate, 1536-well (AID 1619); 220,000 compounds, 0.38% hits; inhibition, % at 30 µM, or IC50 in µM where a hit was titrated; Leucine aminopeptidase (Plasmodium falciparum (isolate 3D7)); recombinant M17LAP, H-Leu-NHMec fluorogenic kinetic assay; higher % means a stronger effect;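 active means compound inhibiting the enzyme by more than half at any dose during confirmatory dose-response retesting; inconclusive means strong single-dose inhibitors picked by rank but not retested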;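 further: plate controls were full reaction with DMSO carrier for no effect and no enzyme background for full effect; strong numbers were not always called active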
T cell HTS: modulators of CD8 T cell-vesicle binding, primary screen, mouse 2C CD8+ T cells, flow cytometry; 330,000 compounds, 0.068% hits; calls only at 7 µM; 2C CD8+ T cell-vesicle binding; hits give low values;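 active means response, share of CD8 T cells binding vesicles, and their 90th percentile fluorescence all below set limits, cut at about 80% in these data, passing the limit was not always enough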
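Material: murine 2C transgenic CD8+ T lymphocytes / Also added: QL9-peptide-loaded Drosophila micro-vesicles bearing Ld, ICAM-1 and B7-1 / Schedule: binding step 1.5 h, 37 °C, antibody labelling 20 min, ice / Signal: flow cytometry, PE anti-B7-1 (FL2) versus Alexa647 anti-CD8 (FL8), PFA-fixed / Evaluation: percent CD8+ FL2 mean versus row control / Benchmarks: naked versus QL9-loaded vesicles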
b-catenin transl: modulators of beta-catenin nuclear translocation, primary screen, imaging, HeLa cells, immunofluorescence, high-content; nuclear translocation activity, % at 5 µM; 190,000 compounds, 0.3% hits; AID 1665, 2009;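 active means nuclear translocation activity above 50% at 5 µM, with a well cell count of 50 or more; inconclusive means wells under 50 cells across six images, flagged as toxic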;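 further: per-cell ratio of nuclear to cytoplasmic median beta-catenin stain intensity; plate controls were DMSO negative control for no effect and GSK-3 inhibitor IX positive control for full effect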
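Technique: fluorescence imaging of beta-catenin antibody stain plus DAPI / Material: human HeLa cell line / Incubation: compound treatment 24 h, 37°C, 5% CO2 / Read-out basis: % activation of per-cell nuclear versus cytoplasmic median beta-catenin signal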
Yfh1-off respiration: enhancers of respiration in Yfh1-depleted yeast, dose response, Friedreich's ataxia, plus single-dose screen (AID 1465) | S. cerevisiae Yfh1-off respiration, WST-1 reduction, 72 h; higher fold induction means a stronger effect | 220,000 compounds, 0.074% hits | fold induction at 50 µM; hits with a dose series show EC50 in µM;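 active means fold induction of absorbance versus untreated yeast above a set limit, then at least 30% activation at any dose in follow-up; inconclusive means repeats straddling the limit, or above it without dose testing; inactive means fold induction below the set limit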;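 further: activators that raise dye reduction in frataxin-depleted yeast; strong numbers were not always called active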
Dynein cargo inh: inhibitors of GR-EGFP nuclear translocation, primary screen, dynein cargo transport inhibitor project, imaging, high-content, 3617.4 mouse cells; test concentration mostly 20 µM; stimulated with dexamethasone, 1 µM; hits give low values; z-score, hits read low; 220,000 compounds, 0.47% hits;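 active means plate z-score of nuclear minus cytoplasmic receptor signal below a set negative limit, without overly bright fluorescence or cell loss, cut at about -3.5 in these data, passing the limit was not always enough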;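 further: z-score of nuclear minus cytoplasmic ring GR-EGFP intensity difference per well; some compounds called inactive have numbers as strong as hits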
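Schedule: 48 h induction, then 1 h compound, then 30 min agonist, 37 °C. Buffer or medium: tetracycline-free induction medium containing charcoal-stripped FBS. Reagent: 1.0 µM final dexamethasone stimulus. Evaluation: nuclear versus cytoplasmic GR-EGFP signal, averaged per well. Signal: high-content fluorescence imaging after fixation.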
MT stabilizer: microtubule stabilizers in HeLa cells, primary screen, imaging, high-content imaging. HeLa tubulin immunostaining HCS, 24 h; share of cells brighter than vehicle mean+2SD. 200,000 compounds, 0.83% hits. AID 2205, 2009. % tubulin-high responders, % at 10 µM;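 active means plate Z-score above 3 for both tubulin-high and condensed-nucleus cell shares, with cell loss under 80%, at 10 µM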;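 further: anti alpha tubulin signal scored within the nucleus-defined area of each cell; some results filed as inactive read as strong as hits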
WT yeast gro inh mutant strain: recorded beside WT yeast gro inh, whose call it bears; inhibition, %; mitochondrial fusion phenotypic screen, mutant strain inhibition
Dynein cargo inh cytoplasmic EGFP: also measured in Dynein cargo inh; calls as there; z-score; measured here: cytoplasmic GR-EGFP intensity; hits give high values
Dynein cargo inh nuclear GR-EGFP: further read-out of Dynein cargo inh, marked with its call; z-score; measured here: nuclear GR-EGFP intensity;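 lower value marks the stronger effect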
Dynein cargo inh cell count: also measured in Dynein cargo inh; calls as there; z-score; measured here: cell count per field
b-catenin transl cell count 5 µM: further read-out of b-catenin transl, marked with its call; cell count; measured here: cell count, cytotoxicity flag
T cell HTS vesicle-bound %: second read-out of T cell HTS, no call of its own (marks repeat the call); double positive events, %; measured here: CD8+ vesicle-bound cell fraction;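 binding gate set so that unloaded-vesicle control wells show 10% double positive cells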
MT stabilizer Hoechst-high %: recorded beside MT stabilizer, whose call it bears; % Hoechst-high responders; measured here: nuclear condensation Hoechst responders;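 share of cells brighter than vehicle mean plus two SD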
MT stabilizer cytotoxicity %: also measured in MT stabilizer; calls as there; toxicity, %; measured here: cytotoxicity by cell density;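 0% = mean cell density of plate MIN control wells and 100% = no cells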
Autophagy HCS cell loss 18 h: also measured in Autophagy HCS; calls as there; toxicity, %; measured here: cell loss, nuclei count;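 cell loss after 18 h compound exposure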
* marks the source's active call; other numbers are inactive results; i = inactive; ? = inconclusive; nt = not tested or not shown.

Molecule	WT yeast gro inh	WT yeast gro inh mutant strain	Autophagy HCS	Autophagy HCS cell loss 18 h	P. falciparum M1AAP	M17LAP inhibition	T cell HTS	T cell HTS vesicle-bound %	b-catenin transl	b-catenin transl cell count 5 µM	Yfh1-off respiration	Dynein cargo inh	Dynein cargo inh cytoplasmic EGFP	Dynein cargo inh nuclear GR-EGFP	Dynein cargo inh cell count	MT stabilizer	MT stabilizer Hoechst-high %	MT stabilizer cytotoxicity %
O=C(CC12CC3CC(CC(C3)C1)C2)NC(=S)N1CCCCC1	21.3	6.8	i	9.1	0.4%	-4.2%	i	43.8	-2.5	1293	i	1.46	-0.284	0.513	0.0854	4.9	2.1	1.0
O=C(c1ccco1)N1CCN(c2ccc(S(=O)(=O)N3CCCC3)cc2)CC1	-11.6	14.1	i	-6.1	4.2%	2.5%	nt	nt	-3.9	1230	i	0.0522	-0.313	0.397	-0.364	5.8	1.9	5.2
O=C1Nc2ccc(S(=O)(=O)NCCC3=CCCCC3)c3cccc1c23	4.6	10.5	i	5.7	-6.5%	-6.4%	i	6.9	nt	nt	i	0.978	-0.179	0.344	0.393	2.6	2.3	3.2
Oc1ccccc1N1CCN(c2ncnc3sc(-c4ccccc4)cc23)CC1	nt	nt	nt	nt	5.3%	-3.2%	i	30.6	2.3	1353	i	0.113	-0.271	-0.0478	0.255	nt	nt	nt
COc1ccc(C(C#N)=C2C=CC(=NO)C=C2)cc1	nt	nt	nt	nt	11.8%	3.1%	i	16.5	1.1	1286	i	-1.35	-0.17	-0.407	0.973	nt	nt	nt
CC(=O)Nc1ccc(NC(=O)CSc2nc3nc(-c4cccs4)cc(C(F)(F)F)c3c(=O)[nH]2)cc1	nt	nt	nt	nt	13.8%	-22.9%	i	36.4	-0.2	1267	i	-0.642	-0.225	0.397	-0.356	nt	nt	nt
CC(=O)c1cccc(Nc2nc(=O)c3cccnc3s2)c1	2.3	2.0	i	4.6	10.1%	8.7%	i	17.6	nt	nt	i	1.34	-0.295	0.668	0.0672	1.0	1.3	8.7
COc1cc(-c2nc3ccccn3c2/N=C/c2cc(OC)c(OC)c(OC)c2)ccc1O	nt	nt	i	-5.2	nt	nt	i	24.4	nt	nt	i	0.398	0.106	0.451	-1.87	0.7	1.2	5.7
C=CCn1c(SCC(=O)N2CCc3ccccc3C2)nc2ccccc2c1=O	14.6	28.7	i	30.1	8.0%	-2.5%	i	72.7	nt	nt	i	-0.412	-0.0838	-0.722	0.664	2.7	2.0	7.5
Cc1cc(/C=C2\SC(=S)NC2=O)c(C)n1C1CC1	-10.2	-7.5	i	13.5	?	-7.3%	i	28.2	3.9	1416	nt	0.294	0.986	0.308	0.21	2.0	1.3	2.9
O=C(/C=C/c1ccco1)NCC(=O)N/N=C/c1ccc(Cl)cc1	5.5	3.7	i	-9.1	7.2%	17.7%	i	44.9	-0.3	917	i	0.145	-0.2	-0.278	0.721	5.1	2.6	6.8
O=C(CSCc1cnn(-c2ccccc2)c1-n1cccc1)NCc1cccnc1	-16.4	-17.0	i	-9.5	-0.3%	15.4%	i	23.1	-2.6	1034	i	-0.617	-0.264	0.0367	0.364	1.7	0.5	4.5
CCOc1ccccc1N1CC(C(=O)Nc2c(C)n(C)n(-c3ccccc3)c2=O)CC1=O (stereo unspecified)	-4.8	-4.6	i	7.0	1.7%	-0.1%	i	47.2	-1.9	1059	i	-0.209	-0.298	-0.172	-0.217	2.4	2.7	7.7
CCn1ccnc1CNC(=O)CC1C(=O)NCCN1Cc1ccccc1F (stereo unspecified)	-3.6	-11.9	i	-4.8	-0.3%	0.1%	i	37.6	0.7	1508	i	-0.155	-0.336	-0.00352	0.455	2.5	2.0	9.2
CCCCCCSc1ncc(C#N)c(N)n1	0.3	-1.1	i	-2.2	-2.2%	-2.4%	i	31.3	2.2	1276	i	0.0545	-0.162	-0.0262	-0.629	1.8	1.5	5.3
NS(=O)(=O)c1cccc(NC(=O)CSc2ncc(C(F)(F)F)cc2Cl)c1	-5.2	-7.3	i	5.2	0.9%	2.1%	i	35.3	-2.7	542	i	-0.0168	-0.327	-0.0522	0.00871	3.4	2.5	7.3
CC(C)CCn1cnc2c1c(=O)n(C)c(=O)n2C	-18.4	-5.0	i	1.3	0.7%	7.4%	i	11.5	-5.9	517	i	-0.424	-0.213	-0.299	0.306	3.1	2.6	2.2
COc1ccc(CC(=O)Nc2ccccc2N2CCOCC2)cc1OC	-10.7	5.8	i	0.2	0.9%	4.4%	i	11.1	-0.6	988	i	1.28	-0.306	0.537	-1.26	6.9	1.9	7.0
COC(=O)c1ccc(CSc2nc3scc(-c4cccs4)c3c(=O)[nH]2)o1	12.6	4.1	i	3.5	10.5%	3.6%	i	24.1	-4.0	899	i	-1.49	0.154	-0.662	0.533	1.7	1.6	8.2
COc1ccccc1C(=O)Nc1c(C)cc(Br)cc1C	1.6	2.5	i	-18.7	2.9%	6.4%	i	31.8	0.7	920	i	1.29	-0.159	0.865	-0.244	3.5	2.3	6.9
COc1ccc(OC)c(/C=N/Nc2cc(C)nc(N3CCOCC3)n2)c1	nt	nt	nt	nt	-4.7%	-4.2%	i	29.2	1.5	1278	i	-0.267	-0.261	0.173	0.748	nt	nt	nt
Oc1ccc(Cc2ncc(C(F)(F)F)cc2Cl)cc1	-2.8	-4.2	i	1.3	-1.0%	-2.2%	i	53.5	0.7	1092	i	-0.817	0.344	-0.042	0.965	2.7	2.9	5.5
CC(=O)NC(=S)Nc1ccc(NC(=O)c2cccnc2Cl)cc1	nt	nt	nt	nt	0.6%	-7.4%	i	23.3	0.9	1294	i	0.588	-0.228	0.757	-0.544	nt	nt	nt
COc1cc(/C=N/NC(=O)C[n+]2ccccc2)cc(OC)c1OC	-12.1	-22.3	i	5.5	2.4%	-3.6%	i	18.0	-5.2	519	i	-0.11	-0.288	-0.383	0.129	1.1	1.3	1.9
c1ccc(Nc2ncnc3c2oc2ccccc23)cc1	13.1	-0.4	i	6.6	-2.3%	-7.7%	i	62.6	-1.0	1059	i	0.379	-0.243	0.434	-0.862	1.2	1.9	9.5
CC(C)CC(=O)Nc1cccc(-c2nc3ccccc3o2)c1	10.6	-5.1	i	-17.9	6.3%	-7.0%	i	43.7	1.6	1096	i	-0.73	-0.175	-0.375	0.513	2.1	2.0	9.4

Single records, as listed above.
Record of Oc1ccccc1N1CCN(c2ncnc3sc(-c4ccccc4)cc23)CC1 : WT yeast gro inh = nt; WT yeast gro inh mutant strain = nt; Autophagy HCS = nt; Autophagy HCS cell loss 18 h = nt; P. falciparum M1AAP = 5.3%; M17LAP inhibition = -3.2%; T cell HTS = i; T cell HTS vesicle-bound % = 30.6; b-catenin transl = 2.3; b-catenin transl cell count 5 µM = 1353; Yfh1-off respiration = i; Dynein cargo inh = 0.113; Dynein cargo inh cytoplasmic EGFP = -0.271; Dynein cargo inh nuclear GR-EGFP = -0.0478; Dynein cargo inh cell count = 0.255; MT stabilizer = nt; MT stabilizer Hoechst-high % = nt; MT stabilizer cytotoxicity % = nt
Record of Oc1ccc(Cc2ncc(C(F)(F)F)cc2Cl)cc1 : WT yeast gro inh = -2.8; WT yeast gro inh mutant strain = -4.2; Autophagy HCS = i; Autophagy HCS cell loss 18 h = 1.3; P. falciparum M1AAP = -1.0%; M17LAP inhibition = -2.2%; T cell HTS = i; T cell HTS vesicle-bound % = 53.5; b-catenin transl = 0.7; b-catenin transl cell count 5 µM = 1092; Yfh1-off respiration = i; Dynein cargo inh = -0.817; Dynein cargo inh cytoplasmic EGFP = 0.344; Dynein cargo inh nuclear GR-EGFP = -0.042; Dynein cargo inh cell count = 0.965; MT stabilizer = 2.7; MT stabilizer Hoechst-high % = 2.9; MT stabilizer cytotoxicity % = 5.5

Individual results from the list.
Under Dynein cargo inh, Cc1cc(/C=C2\SC(=S)NC2=O)c(C)n1C1CC1 has 0.294
Under Dynein cargo inh, COc1cc(/C=N/NC(=O)C[n+]2ccccc2)cc(OC)c1OC has -0.11

Rows are unselected; any-hit rate near 4.4%.
